BAP1 inh: inhibitors of BAP1 deubiquitinase, primary screen, biochemical, Ub-AMC fluorescence, kinetic | Ubiquitin carboxyl-terminal hydrolase BAP1 (Homo sapiens), Q92560 | recombinant BAP1, Ub-AMC hydrolysis fluorescence kinetic; hits give low values | activity remaining (% of control), % at 20 µM | 72,000 tested, 0.48% active;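 active means activity remaining at or below 50% of control, provided the compound also passes the data quality filters; inactive means the rest, including low values that fail the filters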;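 further: 100% = DMSO wells rate and 0% = substrate alone blank rate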
Target sequence (Q92560 whole entry, looked up): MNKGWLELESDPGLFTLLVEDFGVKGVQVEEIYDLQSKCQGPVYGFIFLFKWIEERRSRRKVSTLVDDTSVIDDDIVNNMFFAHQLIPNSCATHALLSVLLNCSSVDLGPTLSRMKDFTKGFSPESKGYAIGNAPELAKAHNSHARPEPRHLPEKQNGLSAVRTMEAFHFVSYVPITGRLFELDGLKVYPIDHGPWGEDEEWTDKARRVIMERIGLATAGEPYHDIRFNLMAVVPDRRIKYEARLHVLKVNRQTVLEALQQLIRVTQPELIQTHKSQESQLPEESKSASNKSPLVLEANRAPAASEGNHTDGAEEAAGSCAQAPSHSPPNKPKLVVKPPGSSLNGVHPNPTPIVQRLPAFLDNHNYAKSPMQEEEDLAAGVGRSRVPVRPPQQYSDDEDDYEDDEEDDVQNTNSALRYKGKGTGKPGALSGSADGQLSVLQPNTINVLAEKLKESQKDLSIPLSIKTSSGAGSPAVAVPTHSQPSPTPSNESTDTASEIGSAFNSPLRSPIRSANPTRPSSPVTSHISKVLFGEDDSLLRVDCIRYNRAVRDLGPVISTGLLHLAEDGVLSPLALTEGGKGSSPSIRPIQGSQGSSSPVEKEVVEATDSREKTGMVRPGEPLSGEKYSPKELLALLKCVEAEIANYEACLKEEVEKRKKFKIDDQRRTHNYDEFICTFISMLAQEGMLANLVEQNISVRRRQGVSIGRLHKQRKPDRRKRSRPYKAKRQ
HePTP inhibitor: inhibitors of human HePTP phosphatase, primary screen, biochemical, absorbance, leukemia target; Tyrosine-protein phosphatase non-receptor type 7 (Homo sapiens), P35236; recombinant HePTP phosphatase activity, OD absorbance; inhibition, % at 20 µM; 110,000 tested, 0.64% active; AID 521, 2006; in the data active means inhibition above about 50%;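 further: plate controls were vehicle for no effect and reference inhibitor for full effect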
Target sequence (P35236 whole entry, looked up): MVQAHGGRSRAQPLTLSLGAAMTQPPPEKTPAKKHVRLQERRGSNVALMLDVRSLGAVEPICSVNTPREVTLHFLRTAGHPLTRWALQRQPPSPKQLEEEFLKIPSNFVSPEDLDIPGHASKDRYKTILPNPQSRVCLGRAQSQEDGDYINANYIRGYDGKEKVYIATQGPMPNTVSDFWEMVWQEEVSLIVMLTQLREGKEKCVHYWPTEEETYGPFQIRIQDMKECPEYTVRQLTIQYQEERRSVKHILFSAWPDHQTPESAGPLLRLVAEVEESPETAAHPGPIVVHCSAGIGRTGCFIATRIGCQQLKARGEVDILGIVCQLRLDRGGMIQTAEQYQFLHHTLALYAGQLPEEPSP
Starred values were filed as active, the others as inactive; nt = not tested or not shown; & = joins results of further samples.

Every second line gives: BAP1 inh, HePTP inhibitor
- NNC(=O)COc1ccccc1-c1ccccc1
    nt, -18
- CCc1c(C)nc2ncnn2c1N1CCC(C(=O)Nc2cccc(C(C)=O)c2)CC1
    79, 7
- O=C(COc1ccc(Cl)cc1)NCc1nnc(SCC(=O)NC2CCCC2)o1
    103, 1
- O=C(COc1ccc(Cl)cc1Cl)Oc1ccccc1[N+](=O)[O-]
    nt, -12
- O=S(=O)(NCCSc1ccccc1)c1ccc(F)cc1
    90, 7
- CC(C)CCNC(=O)CCS(=O)(=O)c1cccc2nonc12
    nt, 4
- O=CNC(=O)c1ccccc1C(=O)O
    62, 1
- Cn1c2c(c(=O)n(C)c1=O)C(c1ccc(F)cc1)C1=C(N2)c2ccccc2C1=O (centres undefined)
    nt, -6
- O=C1/C(=C\c2cccc(O)c2)SC(=S)N1c1ccc(F)cc1
    nt, 3
- CC1=NN(C(=O)c2ccccc2Cl)C(O)(c2ccccc2)C1 (centres undefined)
    nt, 10
- Cc1cc(C(=O)Nc2ccc(S(=O)(=O)Nc3onc(C)c3C)cc2)c(C)o1
    169, 4
- O=C1NN(c2ccc(Cl)c(Cl)c2)C(=O)/C1=C/c1cccc(Br)c1
    nt, -12
- COc1ccc(CCn2c(N3CCN(C)CC3)nc3c2c(=O)[nH]c(=O)n3C)cc1
    95, 1
- O=C(Nc1nc(-c2cc([N+](=O)[O-])cs2)cs1)c1ccccc1Oc1ccccc1
    129, nt
- CN(C)c1oc(-c2ccco2)nc1C#N
    nt, -5
- C#CCSc1nnc(-c2ccccc2)c(=O)[nH]1
    148, 0
- Cc1cc(NC(=O)c2ccccc2I)ccc1-c1cc2ccccc2oc1=O
    nt, 4
- COc1ccc(C(N)=O)cc1NC(=O)CC(O)(C(F)(F)F)C(F)(F)F
    88, 0
- COc1ccc(OCC(=O)NCc2cccnc2)cc1
    98, 10
- COc1ccc(-c2csc(NC(=O)c3ccc(S(=O)(=O)N4CC(C)CC(C)C4)cc3)n2)cc1C (centres undefined)
    93, nt
- Cc1ccc(S(=O)(=O)NCCSc2nnc(N)s2)cc1
    58, 10
- CCOC(=O)CNC(=O)Cn1cnc2ccc(S(=O)(=O)N3CCC(C)CC3)cc2c1=O
    102, -7
- CCOC(=O)Cc1csc(NC(=O)CN2C(=O)c3ccccc3S2(=O)=O)n1
    nt, 3
- FC(F)(F)c1ccc2nnc(-c3cccc(Cl)c3Cl)n2c1
    nt, 3
- COc1ccc(CCN(Cc2cc3cc(C)ccc3[nH]c2=O)C(=O)N2CCCC2)cc1OC
    98, 2
- Cc1cccc(NC(=O)CCn2ccnc2C)c1
    104, 2
- O=C1C(=O)N(c2ccccc2)C(c2ccc3c(c2)OCO3)/C1=C(\O)c1ccc(Br)cc1 (centres undefined)
    nt, -1
- COC(=O)Nc1nc2ccc(C(=O)c3ccccc3)cc2[nH]1
    92, 4
- CC1(c2ccccc2)CC(C)(C)N(C(=O)CN2CCCCC2)c2ccccc21 (centres undefined)
    nt, -4
- Cc1c(C(=O)Oc2c(Br)cc(Br)cc2Br)cccc1[N+](=O)[O-]
    nt, 5

Single records, from the list above. Screens in order: BAP1 inh | HePTP inhibitor
COc1ccc(CCN(Cc2cc3cc(C)ccc3[nH]c2=O)C(=O)N2CCCC2)cc1OC as listed: 98 | 2
O=CNC(=O)c1ccccc1C(=O)O as listed: 62 | 1
CC1=NN(C(=O)c2ccccc2Cl)C(O)(c2ccccc2)C1 (centres undefined) as listed: nt | 10

Next structures follow.
Every second line gives: BAP1 inh, HePTP inhibitor
- O=C(Nc1ccc(Cc2ccc(NC(=O)C(F)(F)F)c(Cl)c2)cc1Cl)C(F)(F)F
    nt, 9
- COc1ccc(CN2C(=O)NC(=O)/C(=C\C=C\c3ccco3)C2=O)cc1
    nt, -5
- COCCNC(=O)C(c1ccco1)N(C(=O)Cn1nnc2ccccc21)c1ccccc1C (centres undefined)
    68, 5
- Cc1cc2nn(-c3ccccc3)nc2cc1NC(=O)c1ccc([N+](=O)[O-])c(C)c1
    237, nt
- CC1CC2(C)Oc3ccccc3C3OCC1(COC(=O)Nc1ccccc1)C(C)C32 (centres undefined)
    nt, 5
- C=CCOc1ccc(/C=C2/N=C(C)C(C(=O)OCC)=C2O)cc1OC
    nt, -5
- O=C(CSc1nnc(-c2ccco2)n1-c1ccccc1)Nc1cccc([N+](=O)[O-])c1
    nt, 1
- Cc1ccccc1OC1=NS(=O)(=O)c2ccccc21
    nt, 0
- CCOC(=O)c1c(C)c(C(=O)NCc2cccs2)c(C)n1CC
    86, 9
- CCOc1ccccc1N1CCN(C(=O)c2cc(C)oc2C)CC1
    nt, 7
- O=Cc1cccc(OCc2c(F)cccc2Cl)c1
    nt, 10
- CC(Sc1nncs1)C(=O)NCc1ccc2c(c1)OCO2 (centres undefined)
    110, 5
- c1ccc(C(OCCn2cncn2)c2ccccc2)cc1
    53, nt
- N#CSCCCOc1ccccc1F
    nt, 2
- c1ccc(CSc2nnc3c(n2)OC(c2ccco2)Nc2ccccc2-3)cc1 (centres undefined)
    nt, 6
- COC(=O)c1cc(OC)c(OCc2cc(C(=O)OC)oc2C)c(OC)c1
    95, 12
- COc1ccc(N(CC(=O)NCc2ccccc2)S(=O)(=O)c2ccc(C)cc2)c(OC)c1
    nt, -10
- C(=N\n1cnnc1)/c1cccnc1
    84, -12
- CCN1C(=O)/C(=C\c2nc3ccccc3c(=O)n2C)c2ccccc21
    nt, 0
- O=[N+]([O-])c1cc(-n2ncnc2-c2cccc(Cl)c2)ccc1F
    nt, 10
- O=C(NCC1CCN(C(=O)c2ccc(Cl)c(Cl)c2)CC1)c1ccc(Cl)c(Cl)c1
    nt, -20
- O=C(/C=C/c1ccco1)Nc1ccccc1-c1ccccc1
    nt, 5
- COC(=O)C1=C(C)NC2=C(C(=O)c3ccccc32)C1c1ccc(OCc2ccc([N+](=O)[O-])cc2)cc1 (centres undefined)
    nt, 6
- Cc1noc(N)c1C(=O)Nc1ccc(F)c(Cl)c1
    107, 0
- O=S(=O)(Nc1ccc(Br)cn1)c1ccc2ccccc2c1
    nt, -13
- Cc1cc(C(=O)NCc2cc(C(=O)O)oc2C)c(C)o1
    37*, 12
- O=S(=O)(Nc1cccc2ccccc12)N1CCCC1
    129, 3
- COc1cccc(N(C=O)C(=O)C2C3C=CC(C3=C3CCCC3)C2C)c1 (centres undefined)
    nt, -2
- COC(=O)C1=C(C)N(c2ccc(F)cc2)C(=O)C1
    nt, -2
- O=C(NNc1nc2ccccc2s1)c1cccnc1
    nt, -8

(list continues)
Every second line gives: BAP1 inh, HePTP inhibitor
- Cc1cc(C)c(C#N)c(SCc2[nH]nc3c2C(c2ccccc2)C(C#N)=C(N)O3)n1 (centres undefined)
    nt, 1
- COc1ccc(OCC(O)CN2C(=O)c3ccccc3C2=O)cc1 (centres undefined)
    nt, 8
- COc1ccc(CCN(Cc2nc3ccccc3c(=O)[nH]2)C(=O)c2ccco2)cc1OC
    103, 6
- O=C(CSc1nnc(-c2ccccc2Cl)o1)N1CCCCC1
    99, -3
- O=C(c1ccc(Cl)cc1)N1CCC(c2nc(-c3cccs3)no2)CC1
    74, 5
- CCCc1c(OCCCCc2nn[nH]n2)ccc(C(C)=O)c1O
    52, 5
- COc1ccccc1CNC(=O)c1c(-c2ccccc2Cl)noc1C
    nt, -3
- C/C(=N\NC(=O)CSc1ncccn1)c1ccc(Cl)cc1
    nt, -9
- Cc1ccc(-c2noc(CSc3nnc(-c4ccccc4)n3C)n2)cc1
    136, -4
- COc1ccc(-n2nc3c(c2NC(=O)c2cc(OC)c(OC)c(OC)c2)CSC3)cc1
    128, nt
- O=C(CSc1ccccc1)Nc1ccc(S(=O)(=O)NCC2CCCO2)cc1 (centres undefined)
    90, -1
- COC(=O)c1c(NC(=O)CN2CCN(c3ccccc3OC)CC2)c2cc(C)ccc2n1C
    174, -9
- O=S(=O)(c1ccc(-c2ccccc2)cc1)N1CCSC1c1ccccc1 (centres undefined)
    nt, 4
- Clc1ccc(-c2cn3c4ccccc4nc3n2CCNC2CCCCC2)cc1
    169, nt
- COc1ccccc1C(=O)N[C@H](C)c1ccccc1
    nt, -15
- COc1ccc(-c2nnc3sc(-c4ccccc4OC)nn23)cc1
    109, -2
- COc1ccc(-n2nc3cc(C)c(NC(=O)c4ccc([N+](=O)[O-])cc4)cc3n2)cc1
    nt, 9
- C1CCC2(CC1)C1=C(CCCC1)Nc1nnnn12
    88, 1
- CCOC(=O)c1ccc(NC(=O)NCc2ccn(CC)n2)cc1
    89, -5
- CCOC(=O)CCc1c(C)nc2cc(-c3ccccc3)[nH]n2c1=O
    nt, -8
- CC(=O)c1cccc(NC2c3ncccc3C(=O)N2Cc2ccco2)c1 (centres undefined)
    86, -3
- O=C(CCCCCN1C(=O)c2ccccc2C1=O)Nc1ccccc1F
    173, nt
- N#Cc1ccc(CSc2ncnc3c2cnn3Cc2ccccc2)cc1
    72, 7
- O=C(NCc1ccco1)C(c1cccnc1)N(C(=O)Cn1nnc2ccccc21)c1ccc(F)cc1 (centres undefined)
    135, 8
- CN(CCC#N)S(=O)(=O)c1ccc2c(c1)c(=O)n(C)c(=O)n2C
    102, -5
- CCCCCCn1c(N(CC)CC)nc2c1c(=O)[nH]c(=O)n2C
    74, 0
- Clc1ccc(C2=CSC3=NCCN23)cc1Cl
    111, 4
- Cc1nnc2c3ccccc3c(-c3ccccc3)nn12
    106, 9
- Brc1ccc(/C=N/c2ncn[nH]2)cc1
    nt, -13
- O=C(OCc1nc2ccccc2s1)c1ccc(Br)s1
    80, 0

More records.
Every second line gives: BAP1 inh, HePTP inhibitor
- O=C(O)CCC(=O)N1CCc2cc(S(=O)(=O)NC3CCCc4ccccc43)ccc21 (centres undefined)
    97, 9
- COc1cccc(S(=O)(=O)Nc2cccnc2)c1
    117, -5
- COC(=O)c1ccccc1NC(=O)c1cncc(Br)c1
    101, 4&6
- N=c1n(CCO)c2ccccc2n1CCN1CCCCC1
    87, nt
- COc1ccccc1CC(=O)Nc1ccc(Br)cc1C(=O)O
    nt, -3
- Cc1cc(C)n(-c2c(F)c(F)c(CN3CCOCC3)c(F)c2F)n1
    120, 4
- O=C1OC(c2ccccc2)=N/C1=C(\Sc1nc2ccccc2o1)c1ccccc1
    nt, 4
- Oc1ccccc1C=Nc1nc2ccccc2n1Cc1ccc(Cl)cc1
    66, nt
- COC(=O)c1ccc(C2/C(=C(\O)c3ccc4c(c3)OCCO4)C(=O)C(=O)N2CCCN(C)C)cc1 (centres undefined)
    101, 10
- COc1cccc(C(=O)Nc2cc([N+](=O)[O-])ccc2O)c1
    nt, -15
- O=C(O)CCc1nc(-c2ccccc2)c(-c2ccccc2)o1
    101, nt
- Cn1c(=O)c2c(ncn2C)n(C)c1=O
    100, nt
- CCOc1cc(/C=C(/C#N)c2ccc(F)cc2)ccc1OCc1ccc(C(=O)O)o1
    nt, 7
- CCCn1c(SCC(=O)/C(C#N)=C(\C)N)n[nH]c1=O
    89, 8
- COc1ccccc1OCC(=O)N1CCNC1=O
    99, 1
- CCOC(=O)C1CCCN(C(=O)c2cc(-c3ccccc3)on2)C1 (centres undefined)
    98, -5
- CSCCC(NC(=O)c1cncc(Br)c1)C(=O)O (centres undefined)
    111, -10
- COc1ccc(OC)c(/C=C(\C#N)c2ccc([N+](=O)[O-])cc2)c1
    nt, -7
- CCc1[nH]c(=O)c(C#N)c2c1CSC(C)(C)C2
    94, 1
- CCOC(=O)N1CCC(NC(=O)c2ccc(CS(=O)(=O)c3ccc(OC)cc3)o2)CC1
    83, 9
- CCN(CC)c1ccc(/C=C2/C(=O)NC(=O)N(c3ccccc3)C2=O)cc1
    nt, -12
- O=C(CN1C(=O)/C(=C/c2ccccc2F)SC1=S)Nc1ccccc1F
    nt, -15
- COC(=O)c1c(C)oc2ccc(OCc3ccc(C)cc3)cc12
    nt, 8
- CC(CCCC(C)(C)O)NCCO (centres undefined)
    99, 8
- COCCN1C(=O)/C(=C\c2cccc(Cl)c2)C(C(=O)OC)=C1C
    nt, 4
- O=C(/C=C/c1ccc(-c2ccccc2[N+](=O)[O-])o1)C12CC3CC(CC(C3)C1)C2
    nt, 0
- COc1ccccc1N(CC(=O)NCC(C)c1ccccc1)S(=O)(=O)c1ccccc1 (centres undefined)
    nt, 0
- CCOc1ccc(NC(=O)C2CSC(c3ccncc3)=N2)cc1 (centres undefined)
    87, -9
- COc1cc(C(=O)N(CCc2ccccc2)C2CC3CCC(C2)N3C)cc(OC)c1OC (centres undefined)
    101, 3
- CCN(CC)c1ccc2c(c1)OC(N)=C(C#N)C2c1cccnc1 (centres undefined)
    86, 4

(listing goes on)
Every second line gives: BAP1 inh, HePTP inhibitor
- COc1cc(-c2nc3n(n2)C(c2cccc(OC)c2OC)C2=C(CCCC2=O)N3)cc(OC)c1OC (centres undefined)
    82, 8
- COc1ccc(-c2nc(C#N)c(NCC3CCCO3)o2)cc1 (centres undefined)
    66, -10
- COc1ccc(N(CC(=O)Nc2ccc(Br)cc2)S(=O)(=O)c2ccc(C)cc2)cc1
    nt, -12
- COC(=O)COC(=O)c1ccc(Oc2nc(OC)nc(N(C)C)n2)cc1
    87, 2
- COc1ccc(CN2C(=O)C(O)(CC(=O)c3c(C)n[nH]c3C)c3ccccc32)cc1OC (centres undefined)
    119, 9
- CC1CCCN(C(=O)CSCC(=O)Nc2nc(-c3cccs3)cs2)C1 (centres undefined)
    97, 3
- CC(CC(=O)O)C(=O)c1ccc(Cl)c([N+](=O)[O-])c1 (centres undefined)
    nt, 5
- O=C(Cn1c(=O)oc2ccccc21)N1CCN(c2ccccc2)CC1
    105, 5
- COc1ccc(S(=O)(=O)N[C@@H](CC(C)C)C(=O)O)cc1
    114, 9

Filtered by structure: those above containing a CF3 group (3)
Every second line gives: BAP1 inh, HePTP inhibitor
- COc1ccc(C(N)=O)cc1NC(=O)CC(O)(C(F)(F)F)C(F)(F)F
    88, 0
- FC(F)(F)c1ccc2nnc(-c3cccc(Cl)c3Cl)n2c1
    nt, 3
- O=C(Nc1ccc(Cc2ccc(NC(=O)C(F)(F)F)c(Cl)c2)cc1Cl)C(F)(F)F
    nt, 9

Bioassay records from PubChem BioAssay.
